Bioassay records deposited in PubChem by National Center for Advancing Translational Sciences (NCATS).
Tb PYK inh: inhibitors of Trypanosoma brucei pyruvate kinase | Q57TT1 | TbPYK enzyme, Kinase-Glo Plus ATP luminescence, 45 min | Potency, µM (series often up to 76.8 µM), inactives show top-dose activity, negative = inhibition, actives largely listed as inhibitors | actives 0.12% (n = 410,000) | AID 624173; also: potency is read from the fitted curve at half-maximal effect; % is scaled to controls: 0 for no effect and ±100 for the full control effect; nearly all actives have a fitted effect of over 50% in size
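Activity of T. brucei pyruvate kinase was followed by Kinase-Glo Plus luminescence after the enzyme reacted 45 min at room temperature with 130 uM ADP (final) and substrate. Test compounds were added before ADP at multiple concentrations.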
CHX counter: counter-screen hit for Shiga toxin inhibitors, cycloheximide; cell reporter, cycloheximide protein synthesis inhibition counterscreen; max response, %; actives 12% (n = 300,000); AID 2314; in the data active = max response mostly above about 13%, no sharp cut-off; inactive = mostly below about 14%; also: read at 38.3 µM for the half of the compounds with a filed dose; 0% is about no effect
HCV inh: HCV inhibition; Huh7.5.1 HCVcc-Cre infection, luciferase reporter, 44 h; Potency, µM (highest dose often 41.8 µM), for the others: at the top dose activity change, negative = inhibition, actives largely listed as inhibitors; actives 3.4% (n = 340,000); also: potency is read from the fitted curve at half-maximal effect; % is scaled to controls: 0 for no effect and ±100 for the full control effect
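Cells (1,000/well) were plated 4 h before compound, then infected with HCVcc-Cre virus (~0.5 moi). After 44 h further culture, infection was read as luciferase luminescence following a 15 min substrate incubation at room temperature.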
LmPK inhibitor: inhibitors of Leishmania mexicana pyruvate kinase. Q27686. purified LmPK, Kinase-Glo ATP luminescence, 1 h. Potency, µM (doses to about 57.5 µM), for the others: at the top dose activity change, negative = inhibition, hits mostly inhibitors. actives 0.37% (n = 290,000). AID 1721; also: potency is read from the fitted curve at half-maximal effect; % is scaled to controls: 0 for no effect and ±100 for the full control effect
Target sequence (Q27686 whole entry, looked up): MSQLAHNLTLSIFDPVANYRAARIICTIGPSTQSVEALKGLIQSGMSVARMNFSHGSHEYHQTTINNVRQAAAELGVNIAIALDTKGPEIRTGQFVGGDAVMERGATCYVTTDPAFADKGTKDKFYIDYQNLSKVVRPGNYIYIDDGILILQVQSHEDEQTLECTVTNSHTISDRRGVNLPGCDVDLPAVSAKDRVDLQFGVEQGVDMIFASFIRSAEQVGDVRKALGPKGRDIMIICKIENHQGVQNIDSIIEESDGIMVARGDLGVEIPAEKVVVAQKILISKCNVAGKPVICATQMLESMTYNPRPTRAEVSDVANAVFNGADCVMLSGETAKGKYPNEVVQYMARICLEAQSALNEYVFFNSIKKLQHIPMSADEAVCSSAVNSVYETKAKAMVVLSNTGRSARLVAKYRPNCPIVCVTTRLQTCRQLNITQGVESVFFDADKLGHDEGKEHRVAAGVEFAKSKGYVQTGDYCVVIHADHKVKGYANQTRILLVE
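ATP generated from ADP (0.1 mM) and PEP (0.5 mM) by 0.1 nM LmPK over 1 h at room temperature (pH 7.2 imidazole buffer) was detected by coupled luciferase luminescence. Values were normalized to uninhibited and no-enzyme wells.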
Pf growth 96h: P. falciparum growth inhibition at 96 hour, primary screen for plastid delayed-death inhibitors | P. falciparum luciferase reporter growth, 96 h | Potency, µM (titrated, usually from 28.7 µM), without a hit: top-dose activity change, negative = inhibition, most hits filed as inhibitors | actives 6.9% (n = 320,000); also: potency is read from the fitted curve at half-maximal effect; % is scaled to controls: 0 for no effect and ±100 for the full control effect
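P. falciparum expressing integrated firefly luciferase, in erythrocytes at 2% hematocrit, 0.05% parasitemia, incubated with compounds 96 h at 37 C, 5% CO2. Growth inhibition read as loss of luminescence; two-generation exposure targets delayed-death apicoplast inhibitors.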
Pf growth 48h: P. falciparum growth inhibition at 48 hours (one generation) | P. falciparum luciferase growth in erythrocytes, 48 h | Potency, µM (series often up to 28.7 µM), for inactives: top-dose activity change, negative = inhibition, most hits filed as inhibitors | actives 5.9% (n = 310,000) | AID 504832; also: potency is read from the fitted curve at half-maximal effect; % is scaled to controls: 0 for no effect and ±100 for the full control effect
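Luciferase-expressing P. falciparum in infected erythrocytes (2% hematocrit, 0.1% parasitemia final) in RPMI 1640/0.5% Albumax were exposed to compound for 48 hours at 37 C, 5% CO2; growth read as luminescence.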
Shiga toxin inh: inhibitors of Shiga toxin in Vero cells; actives 9.2% (n = 290,000); Vero cells, Shiga toxin protein synthesis inhibition reporter; inhibition, % at 38.7 µM; AID 2315; in the data active = inhibition mostly above about 28%, no sharp cut-off; inactive = mostly below about 43%; also: 0% is about no effect
An asterisk follows results filed as active; ? = inconclusive; . = not tested or not shown; [ ] = dose if it differs, or a comment. Unless noted, calls follow the shape of the dose curve; as a rule, active = well fitted curve in the direction sought with a large enough effect; inconclusive = small, poorly fitted or top-dose-only effect, or another doubt; inactive = no such curve, though single readings can be large; an effect the other way counts as inactive or inconclusive. Compounds as they come; any-hit rate near 24%.

cpd | Compound | Tb PYK inh | CHX counter | HCV inh | LmPK inhibitor | Pf growth 96h | Pf growth 48h | Shiga toxin inh
1 | COc1cc(/C=N/NC(=O)Cc2c[nH]c3ccccc23)cc(OC)c1OC | 0% | 2 | ? | 0% | 20% | -14% | 24
2 | COC(=O)c1c(NC(=O)C(C)C)sc2c1CCN(Cc1ccccc1)C2 | -3% | -2 | ? | -2% | ? | 22% | 6
3 | NS(=O)(=O)c1ccc(CCNC(=O)c2cc3ccccc3oc2=O)cc1 | -7% | 2 | 14% | 2% | ? | 35%[activator] | .
4 | O=C(COc1ccc(Cl)cc1)NNC(=O)c1cccnc1 | -2% | 2 | 22% | 3% | ? | 19% | -20
5 | Cc1ccccc1NC(=O)Cn1cnc2c(oc3nc4c(cc32)COC(C)(C)C4)c1=O | -10% | 9 | -4% | -3% | -15% | 1% | 12
6 | O=C(C1=C[C@H](c2coc3ccccc3c2=O)C[C@H](OCc2ccc(CO)cc2)O1)N1CCN(Cc2ccccc2)CC1 | 1% | 1 | -12% | 1% | 5.9µM* | ? | -11
7 | CC(=O)N1CCN(C(=O)c2ccc3c(c2)OCCO3)CC1 | -1% | 2 | 10% | -5% | -28% | 7% | -2
8 | CC(C)COP(=O)(c1ccc(N(C)C)cc1)C(Nc1ccccc1)c1ccccc1 (stereo unspecified) | -4% | -3 | 2% | 0% | ? | ? | -9
9 | Cc1c(C(c2ccc(O)cc2)c2c(C)n(C)n(-c3ccccc3)c2=O)c(=O)n(-c2ccccc2)n1C | -25% | -6 | -6% | 8%[11.5 µM] | 0% | 2% | -13
10 | CC(NC(=O)c1ccco1)C1CCCO1 (stereo unspecified) | -10% | -6 | 22% | 0% | 5% | . | -4
11 | CCOc1ccc(NC(=O)CN(C)C(=O)c2ccc(OCc3ccccc3)c(OC)c2)cc1OCC | 5% | . | ? | . | ? | ? | .
12 | O=C(NCc1ccco1)/C(=C/c1cccc([N+](=O)[O-])c1)NC(=O)c1ccco1 | 6% | 2 | 9% | 0% | 4% | 14% | -3
13 | CC1CCC(C(=O)NC(C(=O)NCCCN2CCOCC2)C(C)C)CC1 (stereo unspecified) | -3% | 1 | -6% | -1% | 182%[activator] | 7% | -13
14 | Oc1cc(O)c2c(c1)O[C@H](c1ccc(O)c(O)c1)[C@@H](O)C2 | 0% | -6 | 14% | -2% | 10% | 27% | -11
15 | O=C(CCSCc1cccc(Cl)c1)NC1CCCC1 | -2% | 8 | 17% | 0% | ? | -4% | 10
16 | O=C(CCc1nc2ccccc2s1)c1ccccc1 | -10% | 37* | -14% | 1% | ? | 62%[activator] | 4
17 | COC(=O)CSc1nnc(CNC(=O)c2ccccc2F)n1-c1ccccc1 | 4% | -6 | 27% | -1% | -8% | 25% | -15
18 | O=C(NCc1ccccc1)c1c(F)c(F)c(F)c(F)c1F | -4% | 8 | 2% | -1% | ? | 7% | 8
19 | CCOc1ccc(C(=O)n2cc(C(=O)OC)c3ccccc32)cc1OCC | 3% | 6 | -48% | 6% | 0% | 142%[activator] | -6
20 | CCN(CC)S(=O)(=O)c1ccc(C(=O)NNC(=O)c2cccs2)cc1 | -1% | 3 | 13% | 2% | 0.15µM* | 0% | 10
21 | CCOC(=O)C1CCCN(CC(O)COC(c2ccccc2)c2ccccc2)C1 (stereo unspecified) | 3% | 2 | -18% | -1% | -18% | ? | 12
22 | CCCCOc1ccc(NC(=O)C(=O)NCCC2=CCCCC2)cc1 | 3% | -5 | 13% | 5% | . | 7% | -18
23 | Cc1nnc2n(-c3ccccc3)c(=O)c3c4c(sc3n12)COC(C)(C)C4 | 2% | -3 | -11% | 1% | 11% | 7% | -6
24 | O=C(NNc1nc(-c2ccccc2)cs1)c1ccco1 | -14% | 12* | ? | 2% | 1.5µM* | 12µM* | 23
25 | Cc1nn(C)cc1C1C(C#N)=C(N)N(c2ccc(F)c([N+](=O)[O-])c2)C2=C1C(=O)CCC2 (stereo unspecified) | -2% | -1 | 13% | 1% | 9.3µM* | ? | -4
26 | O=C(NCC(c1ccco1)N1CCCC1)c1ccccc1Sc1ccc(C(F)(F)F)cc1[N+](=O)[O-] (stereo unspecified) | 3% | . | ? | . | ? | ? | .
27 | COc1ccc2nc(/C=N/NC(=O)[C@H](CCSC)NC(=O)OC(C)(C)C)ccc2c1 | 7% | 2 | -23% | -2% | -25% | -12% | -1
28 | CC(C)CCNC(=O)c1ccc2c(c1)ncn2C1CCCCC1 | -19% | 19 | ? | 0% | ? | ? | 42*
29 | COc1ccc(-c2nnc3ccc(SCC(=O)Nc4cc(C)on4)nn23)cc1OC | 2% | 6 | -2% | 0%[11.5 µM] | 43%[activator] | 11% | 33
30 | CCC1(C(=O)c2ccccc2)C2c3cc(Br)ccc3OC(=O)C21C(=O)N1CCOCC1 (stereo unspecified) | 1% | -2 | 12% | 5% | -4% | ? | -9
31 | C/C(=N/NS(=O)(=O)c1ccc(C)cc1C)c1c[nH]c2ccccc12 | -12% | -1 | ? | 0% | -25% | 10% | -11
32 | Cc1cc(S(=O)(=O)N2CCOCC2)ccc1OCC(=O)Nc1ccc(F)c(Cl)c1 | -14% | -2 | 7% | -1% | -27% | ? | -17
33 | COC(=O)C1=C(c2ccc(Cl)c(C(F)(F)F)c2)C[C@@H]2CC[C@H]1N2C(=O)N1CCOCC1 | 2% | . | ? | . | ? | ? | .
34 | COC(=O)C1=C(C)N=c2s/c(=C/c3cccs3)c(=O)n2C1c1ccc(F)cc1 (stereo unspecified) | -20% | -1 | ? | 4% | ? | ? | -5
35 | CCC(=O)N1CCc2cc(S(=O)(=O)CCC(=O)N3CCCC(C)C3)ccc21 (stereo unspecified) | 0% | -1 | 15% | -11% | 6% | 4% | -13
36 | Cc1ccc2c(C)c(C(=O)N3CCC(O)(c4ccccc4)CC3)oc2c1C | -5% | -2 | ? | -5% | 18% | ? | -4
37 | CCC(=O)Nc1ccc(S(=O)(=O)Nc2nccs2)cc1 | 0% | 0 | 4% | 5% | 0% | -7% | -14
38 | COc1ccccc1C(=O)NC(CCSC)C(=O)OCC(=O)N1CCCC1=O (stereo unspecified) | 1% | . | -4% | . | -11% | -10% | .
39 | CCOC(=O)c1ccc(C(=O)NNC(=O)C2C3C=CC(C3)C2C(=O)O)cc1 (stereo unspecified) | -4% | -2 | 13% | -8% | -17% | -6% | 15
40 | COc1ccc(NC(=O)CN(C)C(=O)c2cc3c(cc2Cl)N2CCCCCC2=NS3(=O)=O)cc1 | 1% | . | -5% | . | 36%[activator] | -8% | .
41 | O=C(NCc1ccco1)C1CCCN(S(=O)(=O)c2ccc(-n3cnnn3)cc2)C1 (stereo unspecified) | 4% | 7 | 17% | -1% | ? | -16% | -9
42 | COc1ccc(OC)c(C2CC(=O)N3CN(c4cccc(Cl)c4)CSC3=C2C#N)c1 (stereo unspecified) | ? | 1 | 10% | 5% | 7.4µM* | . | 4
43 | CNC(=O)CN(c1ccc2c(c1)OCCO2)S(C)(=O)=O | 3% | -5 | 10% | -1% | . | 12% | -6
44 | Cc1cccc(N2CCN(C(=O)c3ccncc3)CC2)c1C | 0% | -3 | ? | -3% | -9% | -18% | -13
45 | Cc1ccc(CN2CCN(Cc3cccn3-c3ccccn3)CC2CCO)o1 (stereo unspecified) | -1% | -3 | 10% | 8% | -6% | 6% | -5
46 | COc1ccc(N/N=C/c2c(C(=O)O)ccc3ccccc23)cc1 | 13% | 22* | ? | 1% | 7.4µM* | 2.6µM* | 27*
47 | COc1ccc(Cn2c(=S)[nH]c3cc(C(=O)NCCCN4CCOCC4)ccc3c2=O)cc1 | -27% | -1 | ? | -4% | 13% | ? | 19
48 | CN(C)S(=O)(=O)N1CCN(CC(O)COc2ccc(-c3ccccc3)cc2)CC1 (stereo unspecified) | -4% | -1 | -22% | 0% | 32%[activator] | ? | .
49 | COCCn1c(=O)[nH]c2cc(C(=O)N3CCN(c4cccc(C)c4C)CC3)ccc2c1=O | 0% | -3 | ? | -2% | ? | -10% | -9
50 | CC(C)C(=O)NC(=O)[C@@H]1CCCN1C(=O)/C=C/c1ccccc1 | -2% | -3 | ? | -2% | -5% | 11% | -19
51 | Cc1cc(=O)[nH]c(Nc2cccc(C(F)(F)F)c2)n1 | 3% | 14 | ? | 4% | 13µM* | ? | -31
52 | CCOC(=O)c1c(C)[nH]c(C)c1C(=O)CN1C(=O)NC2(CCCCCC2)C1=O | -7% | . | 6% | . | ? | 6.6µM* | .
53 | CCCN1C(=O)c2cc(C(=O)NC3CCCC3)ccc2C1O (stereo unspecified) | -2% | -2 | -3% | 2% | ? | . | -9
54 | Brc1ccc(-c2nn3c(-c4ccccn4)nnc3s2)o1 | -2% | 14* | -7% | 5% | ? | -26% | 25
55 | O=C(Nc1cccc(S(=O)(=O)N2CCOCC2)c1)c1ccc2ccccc2n1 | 0% | 30* | ? | 0% | -25% | ? | 34
56 | COc1ccc(S(=O)(=O)N(C)C)cc1NC(=O)Cc1ccc(S(=O)(=O)N2CCOCC2)s1 | -5% | . | 8% | . | ? | ? | .
57 | COC(=O)C1=C(C)Nc2ncnn2C1c1ccc(C)o1 (stereo unspecified) | -3% | -4 | 23% | -4% | 10µM* | -13% | 9
58 | COc1cc(OC)c(OC)cc1CN1CCCC(C(=O)N2CCCC2)C1 (stereo unspecified) | 0% | -1 | -11% | 5% | 18% | 12% | -4
59 | Cc1cc(C(=O)Nc2cccc([N+](=O)[O-])c2)c(C)o1 | -6% | 7 | 0% | 3% | 58%[activator] | 14% | 52
60 | Cc1ccc(S(=O)(=O)N2CCCOC2CNC(=O)C(=O)NCc2cccs2)cc1 (stereo unspecified) | -4% | -2 | 2% | -1% | ? | -26% | 11

More compounds follow:
cpd | Compound | Tb PYK inh | CHX counter | HCV inh | LmPK inhibitor | Pf growth 96h | Pf growth 48h | Shiga toxin inh
61 | N#Cc1nc(COc2ccccc2)oc1NCCCn1ccnc1 | -10% | 27* | 4% | 1% | ? | ? | 33*
62 | O=C1c2cccnc2C(O)N1Cc1ccccc1 (stereo unspecified) | -2% | 10 | ? | 4% | -5% | -2% | -1
63 | CCOc1cc(S(=O)(=O)n2nc(C)cc2C)ccc1Br | 1% | 1 | 18% | 5% | -7% | 21% | -8
64 | COC(=O)c1[nH]c2cccc(OC)c2c1NC(=O)CN1CC2(C)CC1CC(C)(C)C2 (stereo unspecified) | -5% | -3 | -4% | -5% | 6% | 0% | -13
65 | COc1ccc(/C=C\C(=O)c2c(O)ccc3c(C)cc(=O)oc23)cc1 | -1% | 10 | -11% | 2% | . | ? | -33
66 | Cc1ccccc1Cn1nc(C)c(NC(=O)C2c3ccccc3Oc3ccccc32)c1C | 1% | 1 | -5% | 2% | ? | -1% | -12
67 | CCc1ccccc1N(CC(=O)NC1CCCCC1)C(=O)CNC(=O)c1ccco1 | -5% | -5 | 15% | -5% | 6% | -21% | -6
68 | CC(C)(C)NC(=O)c1ccc2c(c1)N(CC(=O)N1CCN(c3ccccc3F)CC1)C(=O)C(C)(C)O2 | 2% | -2 | -8% | 3% | 8%[5.75 µM] | ? | -9
69 | CCSC(=O)CCCCCCCCCCCO | -1% | 9 | 22% | 4% | 0% | -7% | 1
70 | Cc1ccnc(NS(=O)(=O)c2ccc(NS(=O)(=O)c3cccs3)cc2)n1 | 1% | -4 | -4% | 1% | -5% | -24% | 24
